Glyco luc inh: N-linked glycosylation inhibition; D54 ERlucT glycosylation luciferase reporter, 24 h; percent of 100 nM tunicamycin response; hit rate 0.23% among 360,000; reporter increase, % at 12.5 µM;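 active = mean luciferase reporter signal, scaled so untreated is 0 and the glycosylation-blocking control 100, at or above a set limit in every replicate; inconclusive = mean reaches the limit but not every replicate does; inactive = mean below the limit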;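 note: luciferase carries N-glycosylation sites so blocking glycosylation raises the light; 0% = median of neutral control wells and 100% = median of 100 nM tunicamycin wells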
Granule exo inh: lytic granule exocytosis inhibition | TALL-104 LAMP-1 surface exposure, flow cytometry; cells stimulated with thapsigargin and PMA | inhibition, % at 10 µM | hit rate 0.66% among 360,000 | AID 651702;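 active = inhibition above about 55%, limit read from the data; inconclusive = no clear call, values can overlap the other calls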
MC4R barr agon: activates human MC4R beta-arrestin recruitment | U2OS MC4R beta-arrestin complementation, luminescence; percent of melanotan II response, DMSO zero | hit rate 0.98% among 360,000 | activation, % at 8.9 µM | P32245;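 active = activation above a per-plate cutoff, the mean activation of sample wells on that plate plus 3 SD, cut at about 8% in these data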
Vif inh: blocks HIV Vif function; HEK293T cells, Vif self-association by quenched fluorescence, imaging, 24 h; inhibition, % at 7.49 µM; hit rate 0.35% among 340,000; in the data active = inhibition above about 50%, passing the limit was not always enough; inconclusive = no clear call, values can overlap the other calls; inactive = below about 31%; note: some results filed as inactive read as strong as hits
ABHD5 PLIN5 PPI: blocks binding of human ABHD5 to perilipin-5; Split G. princeps luciferase complementation, luminescence, 4 h; AID 602281; Q00G26+Q8WTS1; inhibition, % at 4 µM; hit rate 0.78% among 360,000;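 active = inhibition above the mean inhibition across every tested compound plus 3 SD, cut at about 22% in these data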;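 note: 0% = DMSO only wells and the 100% control is not disclosed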
Target sequence (Q00G26 whole entry, looked up): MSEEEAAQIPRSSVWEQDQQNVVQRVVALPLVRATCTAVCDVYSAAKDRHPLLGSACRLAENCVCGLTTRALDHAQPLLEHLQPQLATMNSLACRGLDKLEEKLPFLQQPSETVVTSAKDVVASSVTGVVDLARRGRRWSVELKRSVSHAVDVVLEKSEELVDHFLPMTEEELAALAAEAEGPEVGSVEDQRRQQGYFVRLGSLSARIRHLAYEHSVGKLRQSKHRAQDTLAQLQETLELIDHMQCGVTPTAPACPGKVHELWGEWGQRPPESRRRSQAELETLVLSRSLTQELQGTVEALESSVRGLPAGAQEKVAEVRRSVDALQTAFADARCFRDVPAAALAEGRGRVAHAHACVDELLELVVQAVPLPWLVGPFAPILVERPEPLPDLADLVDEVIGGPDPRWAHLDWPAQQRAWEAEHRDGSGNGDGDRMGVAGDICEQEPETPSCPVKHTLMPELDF
Target sequence (Q8WTS1 whole entry, looked up): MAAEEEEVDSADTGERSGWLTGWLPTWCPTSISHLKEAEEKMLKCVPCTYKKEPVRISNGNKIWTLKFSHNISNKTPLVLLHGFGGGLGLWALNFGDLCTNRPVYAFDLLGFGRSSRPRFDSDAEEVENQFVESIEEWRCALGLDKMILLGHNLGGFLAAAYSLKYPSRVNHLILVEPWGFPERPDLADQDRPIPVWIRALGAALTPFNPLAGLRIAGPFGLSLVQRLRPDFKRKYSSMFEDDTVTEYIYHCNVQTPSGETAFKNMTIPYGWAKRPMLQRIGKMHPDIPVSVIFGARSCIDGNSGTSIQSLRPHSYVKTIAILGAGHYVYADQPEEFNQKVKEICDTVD
TLR9-MyD88 inh: blocks human TLR9 binding to MyD88. CHO BLA complementation TLR9-MyD88, CCF4 FRET ratio. AID 504734. inhibition, % at 4.98 µM. hit rate 0.21% among 340,000. Q9NR96+Q99836;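 active = inhibition above the mean over all tested compounds plus 3 SD, cut at about 21% in these data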;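 note: 0% = DMSO only wells and 100% = clavulanate BLA inhibitor control wells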
aDG glyco up: alpha-DG glycosylation activation | Pro5-aDG cells, alpha-DG glycosylation AlphaScreen (IIH6); 0% Pro5, 100% B10-LARGE cell signal | AID 624168 | hit rate 0.22% among 360,000 | activation, % at 10 µM;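 active = activation of at least 8% versus controls, or a plate z-score of at least 8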;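 note: Pro5 are CHO cells carrying HIG-tagged alpha-DG that lacks glycosylation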
NOD2 RIPK2 PPI: blocks binding of human NOD2 to RIPK2 | inhibition, % at 4.98 µM | CHO BLA complementation NOD2-RIPK2, CCF4 ratio | O43353 | hit rate 0.38% among 360,000; in the data active = inhibition above about 21%;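 note: 0% = vehicle only and 100% = reference blocker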
MC4R antag cAMP: antagonists of human melanocortin 4 receptor (MC4R); P32245; MC4R-expressing cells, MTII-stimulated cAMP, LANCE TR-FRET; inhibition, % at 6.5 µM; hit rate 0.48% among 360,000; AID 540295;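 active = inhibition above its plate's cutoff, the mean of tested wells on that plate plus 3 SD, cut at about 29% in these data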;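 note: 0% = Melanotan II alone and 100% = Melanotan II plus saturating MCL0020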
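Assay system: U2OS-MC4R stable cell line; Also added: Melanotan II; Technique: Eu-cAMP/anti-cAMP TR-FRET, emission 671 nm; Times: 30-min compound, 1-h challenge, 1-h detection, room temperature.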
ABCB6 inh MLPCN: human ABCB6 transporter inhibition; Q9NP58; K562-ABCB6 porphyrin accumulation, flow cytometry, 1 h; hits give low values; fluorescence ratio to DMSO, % at 10 µM; hit rate 0.19% among 360,000;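 active = fluorescence ratio to DMSO below 75%, the collection mean minus 3 SD; inconclusive = too few cells collected in the well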;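 note: signal is porphyrin accumulated inside mitochondria; 100% equals median channel fluorescence of DMSO control wells; lower ratio means ABCB6 inhibition with less porphyrin fluorescence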
* = called active by the depositor; u = inconclusive; x = no result given. A portion of the library. The share of hits here may be higher or lower than overall.

nr	Molecule	Glyco luc inh	Granule exo inh	MC4R barr agon	Vif inh	ABHD5 PLIN5 PPI
1	CN(C)S(=O)(=O)c1ccc(C(=O)OCC(=O)c2ccc3c(c2)NC(=O)CO3)cc1	-1	-3	5.1	-7	11
2	CCOC(=O)C1=C(C)NC(=S)NC1c1ccc(C)s1 (stereo not given)	1	0	-2.1	6	-1
3	CCOC(=O)c1oc2ccccc2c1NC(=O)c1cccs1	1	0	-1.0	x	-3
4	Cc1nc(NS(=O)(=O)c2ccccc2)sc1C(=O)NN	1	5	-0.4	2	-2
5	C=CCc1c(C)nc(-c2ccccc2)nc1Nc1ccccc1O	1	12	0.1	2	2
6	CC(C)[C@H](N)C(=O)N[C@H]1CCC2C3CC=C4C[C@@H](O)CC[C@]4(C)C3CC[C@@]21C (stereo not given in full)	-4	31	1.1	-3	2
7	CCCNC(=O)C1(C)CCN1C(=O)c1ccccc1CCc1ccccc1 (stereo not given)	-8	0	1.3	-7	7
8	O=[N+]([O-])c1ccc(N2CCN(CCO)CC2)cc1Sc1nc2ccccc2[nH]1	1	1	-0.7	27	-1
9	Cc1[nH]nc2c1C(c1ccccn1)N(c1ccc(Br)cc1)C2=O (stereo not given)	1	-4	-1.1	0	-2
10	COc1ccc(-c2ccnc(SCC(=O)Nc3ccccn3)n2)cc1	-1	6	-0.6	-1	2

nr	TLR9-MyD88 inh	aDG glyco up	NOD2 RIPK2 PPI	MC4R antag cAMP	ABCB6 inh MLPCN
1	2	-0.1	-9	1	101
2	-1	-0.1	3	2	95
3	-2	0.1	0	9	104
4	x	0.2	-9	16	98
5	6	-0.2	-1	12	183
6	-4	0.2	-10	1	100
7	x	0.3	0	-1	95
8	8	0.1	-5	-5	103
9	3	-0.1	-2	22	97
10	-2	-0.1	-5	10	95

(list continues)
nr	Molecule	Glyco luc inh	Granule exo inh	MC4R barr agon	Vif inh	ABHD5 PLIN5 PPI
11	O=C(N/N=C\c1ccncc1)c1ccccc1O	2	2	-2.1	-1	-4
12	Nc1ccc[n+](CC(=O)c2ccccc2)c1	0	-8	1.2	3	6
13	O=C(c1cccc(Br)c1)N1CCN(C(=O)c2cccc(Br)c2)CC1	-2	0	-1.1	1	2
14	Cc1c(NC(=O)COC(=O)C23CC4CC(CC(O)(C4)C2)C3)c(=O)n(-c2ccccc2)n1C	4	-2	-0.9	-6	4
15	NCCNC(=O)Cn1c(=O)c2c3c(sc2n(Cc2ccccc2)c1=O)CCCC3	-4	-14	-1.3	2	12
16	COc1ccc(S(=O)(=O)NCC2CCC(C(=O)NCCCN3CCCC3=O)CC2)cc1 (stereo not given)	1	-1	-1.6	8	-1
17	NC(N)=NC(N)=Nc1cccc(Cl)c1	1	-6	-1.4	-4	5
18	CN(C)S(=O)(=O)N(CC(=O)Nc1ccc(F)c(F)c1)c1ccccc1	-2	6	-0.1	4	-2
19	COc1ccccc1CN(CC(=O)NCc1ccco1)C(=O)CNS(=O)(=O)c1ccccc1	-1	5	-0.6	8	11
20	N#Cc1ccc(N2CCOCC2)c([N+](=O)[O-])c1	-1	-1	-2.0	3	2

nr	TLR9-MyD88 inh	aDG glyco up	NOD2 RIPK2 PPI	MC4R antag cAMP	ABCB6 inh MLPCN
11	-1	0.2	-8	2	91
12	3	-0.1	-6	0	99
13	3	-0.1	-6	5	88
14	4	0.0	2	9	101
15	-3	-0.1	6	2	95
16	6	-0.2	1	-3	94
17	1	-0.1	-8	5	96
18	0	-0.1	0	5	104
19	11	0.1	-3	1	90
20	17	-0.1	-7	0	105

Reprinted at random: two compounds from above.
nr	Molecule	Glyco luc inh	Granule exo inh	MC4R barr agon	Vif inh	ABHD5 PLIN5 PPI
20	N#Cc1ccc(N2CCOCC2)c([N+](=O)[O-])c1	-1	-1	-2.0	3	2
18	CN(C)S(=O)(=O)N(CC(=O)Nc1ccc(F)c(F)c1)c1ccccc1	-2	6	-0.1	4	-2

nr	TLR9-MyD88 inh	aDG glyco up	NOD2 RIPK2 PPI	MC4R antag cAMP	ABCB6 inh MLPCN
20	17	-0.1	-7	0	105
18	0	-0.1	0	5	104

Following part
nr	Molecule	Glyco luc inh	Granule exo inh	MC4R barr agon	Vif inh	ABHD5 PLIN5 PPI
21	Cc1cccc(CC(Cc2nc3ccccc3[nH]2)c2nc3ccccc3[nH]2)c1 (stereo not given)	1	-2	5.6	10	-5
22	Cc1ccccc1-n1ncc(C(C)NC(=O)c2ccccc2)c1C (stereo not given)	-2	-2	-0.9	2	-9
23	Cc1ccc(OCC(O)CN2CCOCC2)c(C)c1 (stereo not given)	-2	8	-0.9	-2	-1
24	CC(C)C(=O)NC(c1cccs1)c1cc([N+](=O)[O-])c2cccnc2c1O (stereo not given)	0	-1	-4.9	-3	6
25	CCn1ncc(CN2CCCC(C(=O)c3cccc(OC(C)C)c3)C2)c1C (stereo not given)	-3	-8	2.3	-20	6
26	CCOC(=O)c1c(C)nc2c(c1-c1ccc(OC)cc1)C(=O)CC(C)(C)C2	0	0	-1.0	-1	5
27	Cc1cccc(N=C2NC(=O)CS2)c1C	0	0	1.7	2	4
28	Cc1ccc(C)c(NC(=O)CSc2nnc(CNC(=O)c3ccco3)n2C)c1	2	-7	-1.0	16	-2
29	Cc1nc2ccccc2n1S(=O)(=O)c1cc(C(=O)O)ccc1Cl	2	2	-0.8	2	2
30	COc1cc(/C=N/NC(=O)c2ccc(N(C)S(=O)(=O)c3ccccc3)cc2)cc(OC)c1OC	3	1	-2.0	0	-3

nr	TLR9-MyD88 inh	aDG glyco up	NOD2 RIPK2 PPI	MC4R antag cAMP	ABCB6 inh MLPCN
21	3	0.8	-2	19	97
22	2	0.6	-5	8	96
23	1	0.0	-2	2	92
24	-3	-0.1	6	1	96
25	-3	0.8	-3	6	106
26	3	0.2	-10	6	109
27	3	0.0	-2	4	291
28	-8	-0.1	-1	9	100
29	-10	-0.1	-6	-1	94
30	-1	-0.5	-6	5	94

2 of the compounds above, screen by screen:
[24] CC(C)C(=O)NC(c1cccs1)c1cc([N+](=O)[O-])c2cccnc2c1O (stereo not given)
[25] CCn1ncc(CN2CCCC(C(=O)c3cccc(OC(C)C)c3)C2)c1C (stereo not given)
assay / compound	24	25
Glyco luc inh	0	-3
Granule exo inh	-1	-8
MC4R barr agon	-4.9	2.3
Vif inh	-3	-20
ABHD5 PLIN5 PPI	6	6
TLR9-MyD88 inh	-3	-3
aDG glyco up	-0.1	0.8
NOD2 RIPK2 PPI	6	-3
MC4R antag cAMP	1	6
ABCB6 inh MLPCN	96	106

(more compounds)
nr	Molecule	Glyco luc inh	Granule exo inh	MC4R barr agon	Vif inh	ABHD5 PLIN5 PPI
31	O=C(COC(=O)c1ccc(C(F)(F)F)cc1)NC(=O)NC1CCCC1	1	2	3.0	-2	-3
32	CN(C(=O)c1ccc(NC(=O)Cc2cccc(NC(=O)C3CCCN(C(=O)CCc4ccccc4)C3)c2)cc1)C1CC1 (stereo not given)	0	0	-0.6	-8	8
33	Cc1ccc2nsnc2c1S(=O)(=O)NCc1cccnc1	2	u	-1.8	14	0
34	COC(=O)[C@]12CCCCC=C1N(CCC1=CCCCC1)C(=O)[C@H](CC(=O)NCc1ccc(C)o1)C2	x	-12	x	x	4
35	S=c1[nH]c(-c2ccccc2)cn1/N=C/c1ccccc1Br	3	4	-2.5	-1	-6
36	CCN1CCN(CCCOc2ccc(Cl)cc2Br)CC1	-4	0	0.5	22	19
37	CCCCCNc1nc(N2CCCC2)c2c(c1C#N)CCN(C)C2	5	6	2.3	5	-8
38	Cc1ccc(-c2csc(NC(=O)c3c(C)noc3C)n2)s1	4	-24	-1.0	-21	-1
39	COc1ccc(C)cc1NC(=O)CN(C)S(=O)(=O)c1ccc2c(c1)CCCN2C(C)=O	2	-1	-2.0	1	3
40	CC(C)C(OC(=O)CN1C(=O)COc2ccccc21)C(=O)NC1CCCC1 (stereo not given)	-1	-1	-0.6	-4	-10

nr	TLR9-MyD88 inh	aDG glyco up	NOD2 RIPK2 PPI	MC4R antag cAMP	ABCB6 inh MLPCN
31	2	-0.1	-7	-1	87
32	-10	0.4	-2	-3	100
33	-4	-0.1	-6	-1	96
34	x	0.5	-4	x	103
35	-2	0.3	-3	5	92
36	-1	3.9	3	-11	95
37	-5	0.3	-6	4	95
38	5	1.0	2	6	97
39	0	-0.3	-7	4	91
40	0	0.6	-5	3	100

Additional compounds:
nr	Molecule	Glyco luc inh	Granule exo inh	MC4R barr agon	Vif inh	ABHD5 PLIN5 PPI
41	O=C(N/C(=C/c1cn(-c2ccccc2)nc1-c1ccccc1)C(=O)N1CCOCC1)c1ccc(Cl)cc1Cl	-3	0	2.7	-2	4
42	COc1ccc(C2CC(=O)C(C=NCCN3CCN(C(C)=O)CC3)=C(O)C2)cc1 (stereo not given)	2	-3	-0.5	x	3
43	CC(Oc1cc2oc(=O)c3c(c2cc1Cl)CCC3)C(=O)NCc1ccccn1 (stereo not given)	-2	0	-1.6	-4	-8
44	Cc1ccsc1C(=O)Nc1cccc(-n2cnnn2)c1	1	0	-3.9	11	-11
45	COc1cccc(/C=N/NC(=O)CNC(=O)COc2cccc(C)c2)c1O	0	4	-0.8	2	-5
46	Cc1ccc(-n2nc(C)c3c(-c4cccs4)c(C#N)c(N)nc32)cc1	-3	2	-1.4	-11	-1
47	CN(CC(=O)Nc1ccccc1Cl)CC(=O)Nc1sc2c(c1C(N)=O)CCC2	1	0	-1.5	-5	6
48	C=CCNC(=O)c1cc2c(=O)c3ccccc3oc2nc1C	3	-1	0.4	10	-2
49	Nc1cc(Cl)c(N)cc1Cl	0	-1	1.9	3	3
50	CC(=O)Oc1cc2oc(=O)cc(C)c2cc1OC(C)=O	-1	3	-0.1	30	2

nr	TLR9-MyD88 inh	aDG glyco up	NOD2 RIPK2 PPI	MC4R antag cAMP	ABCB6 inh MLPCN
41	-4	0.6	-12	7	103
42	-15	0.0	1	-1	95
43	-11	0.2	-2	14	96
44	3	-0.4	1	5	99
45	-2	0.1	7	9	99
46	-8	1.1	-2	15	98
47	-11	0.2	0	3	99
48	-5	-0.4	-1	12	102
49	12	-0.2	-1	-6	97
50	4	0.0	9	-1	95

Screening data (PubChem)
